Cdc42 wt – human Cdc42 wildtype GTP binding change, either direction | percent activity (GTP binding), % at 10 µM | P60953 | hit rate 0.2% among 190,000 | AID 761 | GST-Cdc42 beads, Bodipy-GTP binding, flow cytometry; actives lie on both sides;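 active = percent activity GTP binding at least 20 points away from the 100% baseline, either down as inhibitor or up as activator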;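 also: median bead fluorescence of bound Bodipy-FL-GTP at 100 nM; 0% = excess unlabeled GTP control and 100% = no compound control; below 100% means less GTP binding so inhibitor and above means activator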
ABCG2 inh – human ABCG2 inhibition, ABCB1 as counter-screen. hit rate 0.1% among 190,000. inhibition, % at 6.6 µM. IgMXP3 cells, JC-1 efflux, flow cytometry. Q9UNQ0;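 active = inhibition above 80%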;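 also: 0% = DMSO and 100% = nicardipine control wells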
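System: two drug-resistant human cell lines, ABCG2 and ABCB1; controls: nicardipine high and DMSO low controls; times: 10 min exposure at 25 °C with rotation, no wash; detection: flow cytometry of retained JC-1 fluorescence; read-out basis: percent efflux inhibition, scaled nicardipine 100% to DMSO 0%; doses: one concentration, 6.6 µM final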
Rac1 wt modul – human Rac1 wildtype GTP binding, inhibitors and activators. GST-Rac1 beads, fluorescent GTP binding, flow cytometry; actives lie on both sides; 0 = cold GTP competed, 100 = untreated. GTP binding activity (% of control), % at 10 µM. hit rate 0.27% among 190,000;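 active = GTP binding activity at least 20 points away from the 100% control level, either lower or higher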
Rab2A wt mod – changes GTP binding to wildtype dog Rab2A, up or down. AID 760. GTP binding activity, % at 10 µM. GST-Rab2 wt beads, Bodipy-GTP binding, flow cytometry. hit rate 0.19% among 190,000;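 active = GTP binding activity at least 20 points away from 100%, either lowered or raised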;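 also: 0% = beads with excess unlabeled GTP and 100% = no-compound control corrected for plate trend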
GSH fluor – compound fluoresces at 488/530 nm on GSH beads; GSH beads flow cytometry, compound fluorescence 488/530 nm; active compounds read high; fluorescence (KMESF) at 10 µM; hit rate 0.25% among 190,000; AID 1776; in the data active = fluorescence above about 89;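 also: glutathione beads carrying GST-tagged Bcl family fusion proteins plus one bare bead set; values are compound well signal with DMSO vehicle wells as background; inactives centre near 16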
Rac1 act GTP bind – modulators of GTP binding to human Rac1 activated mutant. P63000. GST-Rac1 activated beads, fluorescent GTP binding, flow cytometry; actives lie on both sides; 100% means binding = to untreated wells. percent activity (GTP binding), % at 10 µM. hit rate 0.11% among 190,000;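 active = GTP binding at least 20 percentage points away from the 100% baseline, in either direction, so actives lie on both sides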
ABCB1 block – blocks JC-1 efflux by human ABCB1 transporter. CCRF-Adr cells, flow cytometry. hit rate 0.067% among 190,000. P08183. inhibition, % at 6.6 µM; in the data active = inhibition above about 40%;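 also: 0% = vehicle and 100% = reference inhibitor; higher value means more JC-1 retained so stronger ABCB1 efflux block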
Target sequence (P08183 whole entry, looked up): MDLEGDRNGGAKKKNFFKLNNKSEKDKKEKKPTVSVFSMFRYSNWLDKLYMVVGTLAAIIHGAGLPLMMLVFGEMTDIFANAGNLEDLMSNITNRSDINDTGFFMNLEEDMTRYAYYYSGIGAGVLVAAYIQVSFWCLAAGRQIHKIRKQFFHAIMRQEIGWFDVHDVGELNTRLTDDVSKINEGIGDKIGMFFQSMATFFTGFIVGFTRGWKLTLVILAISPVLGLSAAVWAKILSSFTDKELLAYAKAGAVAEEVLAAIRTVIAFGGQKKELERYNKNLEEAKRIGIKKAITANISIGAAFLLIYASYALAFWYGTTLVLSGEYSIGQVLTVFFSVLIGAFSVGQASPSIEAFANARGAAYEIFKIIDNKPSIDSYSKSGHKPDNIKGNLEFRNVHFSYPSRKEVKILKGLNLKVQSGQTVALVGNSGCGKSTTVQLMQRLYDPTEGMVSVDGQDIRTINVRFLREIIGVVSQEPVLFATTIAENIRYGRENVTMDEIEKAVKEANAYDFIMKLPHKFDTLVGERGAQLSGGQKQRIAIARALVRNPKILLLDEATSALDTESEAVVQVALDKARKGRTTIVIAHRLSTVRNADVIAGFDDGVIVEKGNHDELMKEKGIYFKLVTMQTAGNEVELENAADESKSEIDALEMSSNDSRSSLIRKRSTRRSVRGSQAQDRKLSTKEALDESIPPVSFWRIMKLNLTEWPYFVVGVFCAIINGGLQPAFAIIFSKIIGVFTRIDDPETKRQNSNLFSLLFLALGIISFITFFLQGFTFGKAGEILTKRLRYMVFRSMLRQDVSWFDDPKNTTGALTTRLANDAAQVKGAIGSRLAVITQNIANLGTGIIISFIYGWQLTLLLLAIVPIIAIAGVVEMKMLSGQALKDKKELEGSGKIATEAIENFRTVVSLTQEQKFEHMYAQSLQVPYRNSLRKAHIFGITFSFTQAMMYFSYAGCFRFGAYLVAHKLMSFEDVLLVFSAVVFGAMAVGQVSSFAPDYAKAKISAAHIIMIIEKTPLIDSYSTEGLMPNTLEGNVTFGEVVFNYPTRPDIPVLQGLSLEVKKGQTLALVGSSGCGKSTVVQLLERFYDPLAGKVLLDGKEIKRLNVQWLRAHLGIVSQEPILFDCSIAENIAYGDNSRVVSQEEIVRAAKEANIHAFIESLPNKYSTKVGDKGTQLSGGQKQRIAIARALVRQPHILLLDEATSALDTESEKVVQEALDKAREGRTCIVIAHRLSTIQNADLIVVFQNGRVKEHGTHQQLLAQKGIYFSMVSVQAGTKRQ
HRas wt GTP bind – modulators of GTP binding to human HRas wildtype; P01112; GST-Ras wt beads, Bodipy-FL-GTP binding, flow cytometry; actives lie on both sides; GTP binding activity, % at 10 µM; hit rate 0.14% among 190,000; AID 759;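 active = GTP binding activity at least 20% away from the 100% baseline, either lowered as inhibitor or raised as activator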;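 also: 0% = unlabeled GTP competition control and 100% = no-compound control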
Avidin bead fluor – avidin bead compound fluorescence profile | AID 1775 | hit rate 0.38% among 220,000 | fluorescence (KMESF) at 10 µM | Avidin beads, compound fluorescence 488/530 nm, flow cytometry; active compounds read high; in the data active = fluorescence above about 47; also: inactives centre near 10
Pf gametocyte – P. falciparum stage V gametocyte viability inhibition; P. falciparum stage V gametocytes, ATP luminescence, 24 h; inhibition, % at 10.9 µM; hit rate 0.065% among 150,000; AID 743093;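 active = inhibition above the mean plus 3 SD of compounds within the control limits, set per campaign, cut at about 38% in these data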;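 also: 0% = DMSO wells and 100% = medium only without gametocytes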
Rab7 wt GTP bind – alters GTP binding to wildtype dog Rab7; AID 758; GST-Rab7 beads, fluorescent GTP binding, flow cytometry; actives lie on both sides; untreated = 100%, excess cold GTP = 0%; hit rate 0.055% among 190,000; GTP binding activity (percent of control), % at 10 µM;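 active = fluorescent GTP binding to Rab7 beads changed by at least 20 points from the 100% baseline, either direction, mostly lower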;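 also: median green fluorescence of bound Bodipy-FL-GTP per Rab7 bead population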
* hit, by the source's call; nt = no result given.

SMILES | Cdc42 wt | ABCG2 inh | Rac1 wt modul | Rab2A wt mod | GSH fluor | Rac1 act GTP bind | ABCB1 block | HRas wt GTP bind | Avidin bead fluor | Pf gametocyte | Rab7 wt GTP bind
CCOC(=O)N1CCN(S(=O)(=O)c2ccc(F)c(C(=O)Nc3cc(C)cc(C)c3)c2)CC1 | 103 | -1 | 110 | 103 | 14 | 102 | 0.3 | 102 | 14 | nt | 103
CC(C)NC(=O)c1ccccc1NC(=O)Cc1ccc(Br)cc1 | 100 | 6 | 99 | 102 | 17 | 100 | 0.6 | 99 | 8 | -22 | 105
C=C(C)Cc1c(C)c(C#N)c2nc3ccccc3n2c1N1CCCCC1 | 101 | 16 | 103 | 99 | 9 | 100 | 1.7 | 99 | 10 | 7 | 101
Cc1ccc[n+](CC(=O)Nc2c(Cl)cc(Cl)cc2Cl)c1 | 98 | 0 | 96 | 97 | 11 | 94 | 0.0 | 96 | 10 | 14 | 95
COc1ccc(C2CC(=O)c3cnc(N)nc3C2)c(OC)c1 (stereo not given) | 100 | 2 | 103 | 98 | 63 | 100 | 0.1 | 99 | 8 | nt | 101
O=C(NCc1ccco1)c1ccc(Cn2c(=O)c3sccc3n(Cc3cccc(F)c3)c2=O)cc1 | 94 | 14 | 94 | 97 | 17 | 96 | 5.1 | 96 | 6 | nt | 98
CSc1nc2[nH]c3c(c2c2ncnn12)CCCC3 | 95 | 9 | 94 | 86 | 20 | 93 | 0.5 | 90 | 11 | 16 | 93
O=C(Cn1ncn2cccc2c1=O)N1CCCCC1 | 103 | 1 | 108 | 103 | 14 | 102 | -0.5 | 103 | 9 | nt | 102
FC(F)(F)c1cc(Oc2ccccc2)nc(-c2ccccn2)n1 | 100 | 26 | 103 | 102 | 36 | 99 | 2.0 | 99 | 13 | -5 | 98
CCOC(=O)c1c(NC(=O)CSc2nnc(C)s2)sc2c1CCC(C)C2 (stereo not given) | 97 | 14 | 101 | 98 | 11 | 98 | 0.8 | 100 | 34 | 14 | 100
COc1nc2ccc(C)cc2cc1-c1noc(-c2ccccc2)n1 | 100 | 2 | 100 | 97 | 30 | 96 | -0.2 | 98 | 9 | nt | 98
CCCC(C)NC(=O)c1ccc(OCc2ccc(Cl)cc2)c(OC)c1 (stereo not given) | 104 | 1 | 104 | 102 | 19 | 101 | 0.2 | 102 | 8 | -13 | 100
CN1CCC(NC(=S)NC2CC2)CC1 | 102 | 7 | 101 | 101 | 13 | 98 | 0.9 | 100 | 11 | nt | 108
O=C(CCc1c[nH]c2ccccc12)N/N=C/c1ccc2c(c1)OCO2 | 95 | -1 | 93 | 90 | 13 | 93 | -0.2 | 92 | 9 | -9 | 97
O=C(Cn1nnc(-c2ccc(F)cc2)n1)Nc1ccc2c(c1)OCCO2 | 88 | 1 | 91 | 90 | 11 | 87 | 0.7 | 92 | 9 | -19 | 100
O=[N+]([O-])c1ccccc1NC(=S)N/N=C/c1ccc(O)c(O)c1 | 90 | -1 | 88 | 94 | 15 | 94 | -1.4 | 92 | 9 | -27 | 103
Cc1cc(C)c(-c2c(O)c3cccc4c3n(c2=O)CCC4)c(C)c1 | 99 | 3 | 99 | 98 | 38 | 98 | 0.6 | 98 | 7 | nt | 98
O=C1C2C3C=CC(C3)C2C(=O)N1c1ccccc1 (stereo not given) | 97 | -1 | 97 | 96 | 36 | 95 | 0.0 | 97 | 9 | -30 | 97
Cc1cc(=O)n2nc(-c3ccc(C(F)(F)F)cc3)sc2n1 | 104 | 2 | 110 | 103 | 11 | 102 | 0.0 | 105 | 11 | nt | 103
Cc1ccc(C(C(=O)NCC2CCCO2)N(Cc2ccccc2F)C(=O)Cn2nnc(-c3cccs3)n2)cc1 (stereo not given) | 103 | 6 | 107 | 101 | 24 | 100 | 0.8 | 101 | 18 | -11 | 96

Random excerpt: three records from the list.
SMILES | Cdc42 wt | ABCG2 inh | Rac1 wt modul | Rab2A wt mod | GSH fluor | Rac1 act GTP bind | ABCB1 block | HRas wt GTP bind | Avidin bead fluor | Pf gametocyte | Rab7 wt GTP bind
CCCC(C)NC(=O)c1ccc(OCc2ccc(Cl)cc2)c(OC)c1 (stereo not given) | 104 | 1 | 104 | 102 | 19 | 101 | 0.2 | 102 | 8 | -13 | 100
Cc1cc(=O)n2nc(-c3ccc(C(F)(F)F)cc3)sc2n1 | 104 | 2 | 110 | 103 | 11 | 102 | 0.0 | 105 | 11 | nt | 103
Cc1ccc(C(C(=O)NCC2CCCO2)N(Cc2ccccc2F)C(=O)Cn2nnc(-c3cccs3)n2)cc1 (stereo not given) | 103 | 6 | 107 | 101 | 24 | 100 | 0.8 | 101 | 18 | -11 | 96

Other compounds follow.
SMILES | Cdc42 wt | ABCG2 inh | Rac1 wt modul | Rab2A wt mod | GSH fluor | Rac1 act GTP bind | ABCB1 block | HRas wt GTP bind | Avidin bead fluor | Pf gametocyte | Rab7 wt GTP bind
COc1cc(CN(C(=S)NCC(=O)N2CCCC2)C2CCCC2)cc(OC)c1OC | 99 | 3 | 99 | 98 | 13 | 97 | 1.3 | 99 | 22 | 10 | 96
COCCCNC(=O)c1ccc2c(=O)n(CC3CCCO3)c(=S)[nH]c2c1 (stereo not given) | 102 | 3 | 102 | 101 | 33 | 98 | 0.2 | 103 | 8 | -24 | 101
COc1cc(/C=N/Nc2snc(SC)c2C#N)ccc1O | 94 | 6 | 96 | 95 | 51 | 95 | -0.4 | 93 | 7 | nt | 96
CC(=O)c1oc2ccccc2c1N | 97 | -2 | 98 | 99 | 21 | 96 | -0.9 | 97 | 3 | -22 | 96
CCOC(=O)C1=C(C)N=c2s/c(=C\c3ccc(OC(C)=O)cc3)c(=O)n2C1/C=C/c1ccccc1 (stereo not given) | 100 | 0 | 108 | 95 | 22 | 96 | 0.6 | 95 | 7 | -1 | 90
NC(=O)c1ccc(NC(=O)C2CC2)cc1 | 102 | 4 | 98 | 100 | 22 | 96 | 0.8 | 96 | 8 | 15 | 107
CC(Sc1ccc(Cl)cc1)C(=O)Nc1ccc2c(c1)OCO2 (stereo not given) | 100 | 1 | 107 | 96 | 38 | 98 | 0.3 | 101 | 7 | nt | 100
CCOCCCNC(=O)CCC(=O)NNc1nc2ccccc2c2nc(-c3ccccc3)nn12 | 101 | 25 | 97 | 97 | 11 | 98 | 3.9 | 98 | 25 | -15 | 99
CCOCCCNC(=O)c1cc2c(-c3ccc(Cl)cc3)nn(C)c2s1 | 88 | 3 | 85 | 84 | 19 | 90 | 0.9 | 86 | 10 | nt | 87
O=C(NCc1cccnc1)c1ccc2c(=O)n(CCCN3CCCC3=O)c(=S)[nH]c2c1 | 103 | nt | 103 | 103 | 18 | 100 | nt | 103 | 5 | -17 | 103
Cc1ccc(NC(=S)NNC(=O)c2ccc(N3CCOCC3)c([N+](=O)[O-])c2)cc1Cl | 85 | -6 | 89 | 84 | 10 | 84 | nt | 89 | 17 | 2 | 89
CN(C)S(=O)(=O)c1cc(NC(=O)CSc2ncc(C(F)(F)F)cc2Cl)ccc1Cl | 100 | -1 | 102 | 96 | 13 | 101 | 0.3 | 98 | 3 | -3 | 99
Cc1ccc(S(=O)(=O)Nc2cnn(-c3ccccc3)c(=O)c2Cl)cc1 | 98 | -1 | 101 | 96 | 12 | 94 | 0.1 | 93 | 20 | 15 | 98
COc1cc2cnncc2cc1OC | 97 | -2 | 100 | 98 | 16 | 97 | 0.2 | 97 | 4 | -2 | 93
COc1ccc(CCC(=O)Nc2sccc2C#N)cc1 | 92 | 0 | 96 | 97 | 15 | 89 | 0.2 | 94 | 26 | 12 | 94
Cc1cccc(NS(=O)(=O)c2ccc(C3CCCCC3)cc2)n1 | 104 | 1 | 106 | 106 | 11 | 99 | 0.3 | 104 | 16 | 21 | 107
Cn1c(CSc2ccccc2)c(C#N)c2ccccc21 | 103 | 1 | 104 | 101 | 6 | 100 | 0.1 | 103 | 7 | nt | 100
Cc1ccc(N=Cc2c(O)n(-c3cc(Cl)ccc3N3CCOCC3)c(=O)c3ccccc23)cc1C | 99 | -2 | 106 | 102 | 27 | 102 | 0.0 | 101 | 11 | -6 | 104
CN1CCN(NC(=O)c2ccc(Br)c(S(=O)(=O)N3CCOCC3)c2)CC1 | 100 | 2 | 100 | 99 | 11 | 99 | 0.4 | 99 | 5 | 5 | 99
CC(C)Cn1cc(C(=O)NCCCOC(C)C)c2c3ccccc3n(C)c2c1=O | 105 | 7 | 112 | 105 | 9 | 102 | 1.3 | 103 | 8 | nt | 104
CSc1nc(O)c(C2OC(=O)c3ccccc32)c(=O)[nH]1 (stereo not given) | 100 | 6 | 103 | 101 | 23 | 100 | -0.1 | 99 | 11 | nt | 104
CCOC(=O)C1=C(C)N=C2SC(C(=O)OC)=CC(=O)N2C1c1cccc(OC)c1 (stereo not given) | 105 | 0 | 104 | 101 | 16 | 101 | -0.1 | 100 | 37 | nt | 97
Cc1cccc(NC(=O)CSc2ccc(C(N)=O)cc2[N+](=O)[O-])c1C | 100 | 7 | 103 | 100 | 6 | 100 | 0.4 | 102 | 13 | -13 | 102
Cc1ccc2nc(NC(=O)CN(C)S(=O)(=O)c3cccc4nsnc34)sc2c1 | 103 | 2 | 102 | 104 | 30 | 100 | 0.1 | 102 | 1 | nt | 106
CCC(=O)c1cc2c(C)cc(=O)oc2c(C)c1O | 97 | -2 | 100 | 98 | 12 | 98 | -6.0 | 98 | 12 | nt | 99
O=C(COC(=O)Cc1cccc(C(F)(F)F)c1)Nc1ccc2c(c1)OCCO2 | 97 | 59 | 98 | 93 | 9 | 93 | 0.0 | 96 | 14 | 9 | 98
COc1ccc(C2N(Cc3ccccc3)CCN2Cc2ccccc2)cc1[N+](=O)[O-] | 111 | 9 | 98 | 109 | 10 | 93 | 0.4 | 103 | 9 | -22 | 97
COc1ccccc1OCC(=O)NCC1CCCCC1 | 105 | 10 | 103 | 106 | 24 | 100 | 1.5 | 105 | 11 | -46 | 99
CN(C)S(=O)(=O)N1CCN(C(=O)c2ccccc2)CC1 | 104 | 0 | 104 | 106 | 13 | 103 | 0.4 | 107 | 13 | nt | 101
Cc1ccc(NC(=O)Cc2sc(C)nc2-c2ccc(C)cc2)cc1 | 102 | 1 | 105 | 97 | 20 | 99 | 0.1 | 99 | 15 | 8 | 100
CCN(CC)S(=O)(=O)c1cc(C(=O)Nc2ccc(Cl)cn2)ccc1C | 96 | 2 | 98 | 94 | 7 | 97 | 0.6 | 97 | 16 | -26 | 95
O=c1c(=NNc2ccccc2Cl)c(=O)c2ccccc12 | 102 | 20 | 104 | 99 | 34 | 99 | 0.7 | 101 | 12 | nt | 99
Cc1nnc(Nc2ccc(C(=O)NCCO)cc2)c2ccccc12 | 98 | -2 | 98 | 98 | 17 | 98 | -0.3 | 96 | 32 | nt | 98
COc1cccc(C(=O)OCC(=O)c2c[nH]c3ccccc23)c1O | 98 | 0 | 93 | 95 | 20 | 94 | -0.6 | 94 | 7 | -4 | 90
Cc1cc([N+](=O)[O-])nn1CCCC(=O)N1CCN(c2ccc(F)cc2)CC1 | 100 | 23 | 104 | 101 | 22 | 100 | 4.8 | 99 | 13 | 10 | 99
